Source: PubChem (several laboratories)
Dynein transport: dynein cargo transport inhibition; 3617.4 mouse cells, GR-EGFP nuclear translocation imaging; test concentration mostly 20 µM; stimulated with dexamethasone, 1 µM; stronger effect = lower value; z-score, hits read low; 0.47% of 220,000 active;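 active means plate z-score of nuclear minus cytoplasmic receptor signal below a set negative limit, without overly bright fluorescence or cell loss, cut at about -3.5 in these data, passing the limit was not always enough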;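 further: z-score of nuclear minus cytoplasmic ring GR-EGFP intensity difference per well; some compounds called inactive have numbers as strong as hits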
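medium = tetracycline-free induction medium containing charcoal-stripped FBS | probe or stimulus = dexamethasone, 1.0 µM final | timing = 48 h induction, then 1 h compound, then 30 min agonist, 37 °C | detection = automated 10x imaging of fixed Hoechst-stained cells | read-out basis = nuclear versus cytoplasmic GR-EGFP signal, averaged per well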
b-catenin transl: beta-catenin nuclear translocation modulation; HeLa beta-catenin nuclear translocation, immunofluorescence imaging; 0.3% of 190,000 active; nuclear translocation activity, % at 5 µM;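 active means nuclear translocation activity above 50% at 5 µM, with a well cell count of 50 or more; inconclusive means wells under 50 cells across six images, flagged as toxic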;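 further: per-cell ratio of nuclear to cytoplasmic median beta-catenin stain intensity; plate controls were DMSO negative control for no effect and GSK-3 inhibitor IX positive control for full effect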
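assay system = human HeLa cells, endogenous beta-catenin | times = compound treatment 24 h, 37°C, 5% CO2 | detection = Anti-beta-catenin immunofluorescence on PFA-fixed, Triton-permeabilized cells, DAPI nuclei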
T cell HTS: T cell immune modulation candidate; 2C CD8+ T cell-vesicle binding, flow cytometry; stronger effect = lower value; calls only at 7 µM; 0.068% of 330,000 active;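 active means response, share of CD8 T cells binding vesicles, and their 90th percentile fluorescence all below set limits, cut at about 80% in these data, passing the limit was not always enough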
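material = purified 2C TCR transgenic mouse naive CD8+ T cells | controls = Unloaded micro-vesicles (low), QL9 vesicles with 0.7% DMSO (high) | detection = cytometric PE anti-B7-1 and Alexa647 anti-CD8 signals after 1% paraformaldehyde fixation | incubation = binding step 1.5 h, 37 °C, antibody labelling 20 min, ice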
MT stabilize HCS: microtubule stabilizers in HeLa cells. HeLa tubulin immunostaining HCS, 24 h; share of cells brighter than vehicle mean+2SD. % tubulin-high responders, % at 10 µM. 0.83% of 200,000 active;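 active means plate Z-score above 3 for both tubulin-high and condensed-nucleus cell shares, with cell loss under 80%, at 10 µM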;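 further: anti alpha tubulin signal scored within the nucleus-defined area of each cell; some results filed as inactive read as strong as hits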
P. falciparum M1AAP: malaria alanyl aminopeptidase activity blockers – biochemical, fluorogenic H-Leu-NHMec substrate, 1536-well (AID 1445); recombinant M1AAP, H-Leu-NHMec fluorogenic kinetic assay; higher % means a stronger effect; inhibition, % at 30 µM, or IC50 in µM where a hit was titrated; 0.42% of 220,000 active;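 active means primary inhibition above the hit cutoff, then over 50% inhibition at one or more dose response concentrations, cut at about 23% in these data, passing the limit was not always enough; inconclusive means conflicting primary data, or primary hits not chosen for dose response; inactive means low primary inhibition, or under 50% at every dose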;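 further: plate controls were DMSO full reaction for no effect and no enzyme background for full effect; strong numbers were not always called active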
WT yeast gro inh: growth inhibition of WT yeast, mitochondrial fusion screen; inhibition, % at 10 µM; mitochondrial fusion phenotypic screen, WT strain; 2.1% of 190,000 active; AID 1362; in the data active means inhibition above about 58%; tested in S. cerevisiae
Yfh1-depleted yeast: enhancers of respiration in Yfh1-depleted yeast, dose response, Friedreich's ataxia, plus single-dose screen (AID 1465) | S. cerevisiae Yfh1-off respiration, WST-1 reduction, 72 h; higher fold induction means a stronger effect | one-dose fold induction at 50 µM; EC50 in µM for titrated hits | 0.074% of 220,000 active;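 active means fold induction of absorbance versus untreated yeast above a set limit, then at least 30% activation at any dose in follow-up; inconclusive means repeats straddling the limit, or above it without dose testing; inactive means fold induction below the set limit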;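 further: activators that raise dye reduction in frataxin-depleted yeast; strong numbers were not always called active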
P. falciparum M17LAP: P. falciparum M17LAP inhibitors, primary screen, biochemical, fluorogenic H-Leu-NHMec substrate, 1536-well (AID 1619); inhibition, % at 30 µM; hits with a dose series show IC50 in µM; 0.38% of 220,000 active; recombinant M17LAP, H-Leu-NHMec fluorogenic kinetic assay; higher % means a stronger effect;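 active means compound inhibiting the enzyme by more than half at any dose during confirmatory dose-response retesting; inconclusive means strong single-dose inhibitors picked by rank but not retested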;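 further: plate controls were full reaction with DMSO carrier for no effect and no enzyme background for full effect; strong numbers were not always called active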
Autophagy mod: modulators of autophagy; MEF GFP-LC3 puncta imaging; test concentration mostly 10 µM; calls only at 10 µM (by protocol); 0.98% of 190,000 active;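 active means percentage of spot-positive cells more than 3 SD above its plate mean, without a fluorescence outlier flag or 80% toxicity; inconclusive means no clear call, values can overlap the other calls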;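 further: spot-positive cell cutoff set from DMSO-treated cells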
WT yeast gro inh mutant strain: recorded beside WT yeast gro inh, whose call it bears; inhibition, %; mitochondrial fusion phenotypic screen, mutant strain inhibition
Dynein transport cytoplasmic EGFP: further read-out of Dynein transport, marked with its call; z-score; measured here: cytoplasmic GR-EGFP intensity; stronger effect = higher value
Dynein transport nuclear GR-EGFP: recorded beside Dynein transport, whose call it bears; z-score; measured here: nuclear GR-EGFP intensity;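 lower value marks the stronger effect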
Dynein transport cell count: second read-out of Dynein transport, no call of its own (marks repeat the call); z-score; measured here: cell count per field
b-catenin transl cell count 5 µM: further read-out of b-catenin transl, marked with its call; cell count; measured here: cell count, cytotoxicity flag
T cell HTS vesicle-bound %: further read-out of T cell HTS, marked with its call; double positive events, %; measured here: CD8+ vesicle-bound cell fraction;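 binding gate set so that unloaded-vesicle control wells show 10% double positive cells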
MT stabilize HCS Hoechst-high %: second read-out of MT stabilize HCS, no call of its own (marks repeat the call); % Hoechst-high responders; measured here: nuclear condensation Hoechst responders;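 share of cells brighter than vehicle mean plus two SD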
MT stabilize HCS cytotoxicity %: further read-out of MT stabilize HCS, marked with its call; toxicity, %; measured here: cytotoxicity by cell density;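 0% = mean cell density of plate MIN control wells and 100% = no cells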
Autophagy mod cell loss 18 h: also measured in Autophagy mod; calls as there; toxicity, %; measured here: cell loss, nuclei count;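 cell loss after 18 h compound exposure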
The depositor's hits bear a star; i = inactive; ? = inconclusive; nt = not tested or not shown.

SMILES | Dynein transport | Dynein transport cytoplasmic EGFP | Dynein transport nuclear GR-EGFP | Dynein transport cell count | b-catenin transl | b-catenin transl cell count 5 µM | T cell HTS | T cell HTS vesicle-bound % | MT stabilize HCS | MT stabilize HCS Hoechst-high % | MT stabilize HCS cytotoxicity % | P. falciparum M1AAP | WT yeast gro inh | WT yeast gro inh mutant strain | Yfh1-depleted yeast | P. falciparum M17LAP | Autophagy mod | Autophagy mod cell loss 18 h
CCCS(=O)(=O)N1CCN(C(=O)CCC2CCCC2)CC1 | 1.6 | -0.22 | 1.4 | -2 | 0.5 | 997 | i | 24 | 4.5 | 2.1 | 7.7 | 1% | 5 | -17 | i | 2% | i | 33
Cc1cc(CNCc2c(C(=O)N(C)Cc3ccccc3)nc3ccccn23)nn1C | -0.93 | -0.26 | -0.36 | 0.58 | -0.2 | 996 | i | 57 | 2.3 | 1.7 | 0.1 | 1% | -20 | -6 | i | 2% | i | 25
CCNc1ccc2c(Cl)cc(=O)oc2c1 | 0.64 | -0.15 | 0.59 | -0.23 | 0.1 | 1046 | i | 10 | 3.3 | 1.8 | 4.1 | -5% | 0 | 4 | nt | -9% | i | -3
COc1ccc(S(=O)(=O)NCCOc2ccccc2)cc1-n1cnnn1 | -0.15 | -0.24 | 0.37 | 0.017 | 0.3 | 985 | i | 57 | 1.1 | 2.0 | 11 | 0% | -19 | -8 | i | -14% | i | -6
COc1ccc(CCN2C(=O)CC(C(C)c3ccccc3)C2=O)cc1OC (stereo unspecified) | -1.4 | -0.23 | -0.92 | 1.1 | 0.0 | 1034 | i | 55 | 3.7 | 1.8 | 2.4 | 0% | 12 | -1 | i | -1% | i | -6
CCCn1c(NCc2c[nH]c3ccccc23)nc2ccccc21 | 0.36 | -0.17 | 0.33 | -0.33 | nt | nt | i | 9 | 2.3 | 0.9 | 9.9 | -1% | -3 | 5 | i | 13% | i | -5
COc1ccc(N=c2cc(-c3ccc(O)cc3)oc3ccccc23)cc1 | -0.22 | -0.32 | -0.28 | 0.5 | 2.4 | 979 | i | 38 | 2.7 | 2.7 | 8.4 | 1% | 25 | 6 | i | 9% | i | 2
Fc1cccc(-n2c(-c3ccco3)nc3nc4ccccc4nc32)c1 | -0.36 | -0.22 | -0.24 | -0.17 | 0.3 | 724 | i | 43 | 2.9 | 1.3 | 5.8 | 2% | 37 | 1 | i | -39% | i | 5
O=P(Cc1nnco1)(c1ccccc1)c1ccccc1 | 0.099 | -0.36 | 0.065 | 0.19 | 0.0 | 1149 | i | 22 | 3.2 | 3.7 | 7.0 | 1% | -8 | 17 | i | -3% | i | -7
O=C(Cc1ccccc1)NCC(=O)N1CCCCC1 | -0.29 | -0.27 | 0.51 | -0.54 | -1.9 | 977 | i | 22 | 1.5 | 1.9 | 4.4 | 2% | 3 | 7 | i | 1% | i | 2
O=C(O)c1nc(-c2ccccc2)n(-c2ccccc2)n1 | 0.89 | -0.25 | 0.067 | -0.91 | 0.0 | 971 | i | 52 | 1.8 | 3.4 | 7.5 | -4% | 4 | -20 | i | 13% | i | 0
O=C(O)c1ccccc1-c1nc2cc(Cl)ccc2c(=O)n1O | -0.33 | -0.2 | -0.24 | 0.62 | -2.6 | 1146 | i | 67 | 2.2 | 2.7 | 2.7 | 6% | -12 | -10 | i | 16% | i | -4
Cc1ccc(Cl)cc1NC(=S)N(Cc1ccccc1)Cc1cccnc1 | 0.53 | -0.35 | 0.53 | 1.2 | -1.0 | 1101 | i | 46 | 7.0 | 2.0 | 9.0 | -11% | 19 | 28 | i | 1% | i | 34
C#CCOCCOCCOCCNc1nc(N2CCN(C(=O)[C@H](CCC(=O)O)n3cc(C(N)CO)nn3)CC2)nc(N2CCN(C(=O)[C@H](CCC(=O)O)n3cc(C(N)CO)nn3)CC2)n1 (stereo partly specified) | 3.4 | -0.86 | 1.7 | -0.29 | 0.5 | 1402 | nt | nt | nt | nt | nt | -5% | nt | nt | i | -3% | nt | nt
COc1cccc(C(=O)NCC(=O)OCC(=O)C(C)(C)C)c1 | 2.8 | 0.1 | 2.1 | -1.8 | -1.7 | 1079 | i | 59 | 2.1 | 3.4 | 8.4 | -8% | -6 | -4 | i | 3% | i | -5
Cc1cccc(C)c1NC(=O)CN(C)CC(=O)Nc1cc(Cl)ccc1C#N | 1.3 | -0.25 | 0.97 | -1.2 | 1.8 | 1417 | i | 54 | 6.5 | 1.3 | 9.3 | 5% | -4 | -8 | i | 1% | i | 9
Cc1cccc(/C=N/NC(=O)NC23CC4CC(CC(C4)C2)C3)n1 | 0.79 | -0.26 | 1 | -0.36 | 1.8 | 1323 | i | 46 | nt | nt | nt | 0% | nt | nt | i | -6% | nt | nt
Cc1cc(C)cc(NC(=O)CN2CCCN(S(=O)(=O)c3ccc(Br)s3)CC2)c1 | 0.43 | -0.059 | 0.21 | -1.2 | -12 | 1222 | i | 3 | 1.5 | 1.7 | 8.4 | 17% | 30 | 27 | i | 12% | i | -1
COCCNC(=O)CN(Cc1ccc2c(c1)OCO2)C(=O)CCC(=O)Nc1nccs1 | -0.65 | -0.33 | -0.18 | 0.35 | -0.7 | 1018 | i | 58 | 4.6 | 2.9 | 6.1 | 4% | -4 | -15 | i | 3% | i | 0
CCOc1cc(C#N)c(NC(=O)CSc2nnnn2-c2ccc(OC)cc2)cc1OCC | -0.86 | -0.19 | -0.27 | 0.33 | 5.0 | 1339 | i | 56 | 3.6 | 2.4 | 10 | 15% | -3 | -35 | i | 4% | i | -2
CNC(=S)N/N=C/c1cn(CCOc2cccc(OC)c2)c2ccccc12 | -1 | -0.32 | -0.9 | 0.98 | -3.9 | 584 | i | 60 | 2.5 | 2.4 | 6.4 | 2% | 56 | 29 | i | -5% | i | -3
O/N=C1\CCCc2oc3c(c21)CCCC3 | -0.085 | -0.27 | 0.37 | -0.19 | nt | nt | i | 43 | 2.1 | 0.4 | 49 | 8% | 7 | 3 | i | 9% | i | 2
CCOC(=O)c1sc(-n2[nH]c(C)cc2=O)nc1C | -0.65 | -0.32 | -0.93 | 0.23 | -3.4 | 922 | i | 45 | 4.7 | 3.9 | 9.0 | -1% | -4 | 5 | ? | -7% | i | -11
CCOc1cc(C(=S)N2CCCCC2)ccc1OS(=O)(=O)c1ccc(Cl)cc1 | -0.1 | -0.2 | -0.22 | 0.2 | 0.8 | 1385 | i | 17 | 1.6 | 1.0 | 2.3 | 1% | 10 | 0 | i | 2% | i | 5
Cc1cc(N2CCOCC2)c2c(N)c(Br)cc(C)c2n1 | 0.7 | -0.2 | 0.44 | 0.21 | 1.1 | 693 | i | 59 | 5.9 | 3.2 | 14 | 5% | 7 | 1 | i | -4% | i | -5
Cc1ccc(/C=N\NC(=O)c2ccc(Cn3cc(Br)c([N+](=O)[O-])n3)o2)o1 | -1.1 | -0.29 | -0.51 | 0.66 | 1.3 | 1083 | i | 54 | 2.1 | 1.7 | 8.2 | 8% | -10 | -7 | i | -1% | i | 4
CC(C)(C)c1ccc(Cn2nnc3c(=O)[nH]c(C4CCN(C(=O)Cc5cccs5)CC4)nc32)cc1 | -0.19 | -0.21 | 0.22 | -0.12 | -5.2 | 924 | i | 51 | 2.8 | 1.9 | 8.3 | 5% | -3 | -9 | i | 1% | nt | nt
CCOc1ccc(C(=O)Nc2nnc(C(C)C)s2)cc1OCC | -0.33 | -0.24 | 0.49 | 0.68 | nt | nt | i | 56 | 2.8 | 1.7 | 6.7 | 13% | 13 | 15 | nt | 0% | i | -6
CC1(C(=O)O)COC(c2ccc([N+](=O)[O-])cc2)OC1 (stereo unspecified) | -0.57 | 0.22 | -0.09 | 0.71 | -3.3 | 1235 | i | 37 | 1.0 | 1.3 | 3.3 | 2% | 2 | 6 | i | 16% | i | -2
NNC(=O)/C(=N/Nc1ccccc1)S(=O)(=O)c1ccc(Cl)cc1 | -0.56 | -0.24 | 0.61 | -0.44 | 0.0 | 508 | i | 49 | 2.2 | 2.0 | 0.6 | 13% | 69* | 66* | i | 14% | i | 19

Rewritten with values under each structure: part of the list above
Order of results: Dynein transport | Dynein transport cytoplasmic EGFP | Dynein transport nuclear GR-EGFP | Dynein transport cell count | b-catenin transl | b-catenin transl cell count 5 µM | T cell HTS | T cell HTS vesicle-bound % | MT stabilize HCS | MT stabilize HCS Hoechst-high % | MT stabilize HCS cytotoxicity % | P. falciparum M1AAP | WT yeast gro inh | WT yeast gro inh mutant strain | Yfh1-depleted yeast | P. falciparum M17LAP | Autophagy mod | Autophagy mod cell loss 18 h
> O/N=C1\CCCc2oc3c(c21)CCCC3
→ -0.085 | -0.27 | 0.37 | -0.19 | nt | nt | i | 43 | 2.1 | 0.4 | 49 | 8% | 7 | 3 | i | 9% | i | 2
> CCOC(=O)c1sc(-n2[nH]c(C)cc2=O)nc1C
→ -0.65 | -0.32 | -0.93 | 0.23 | -3.4 | 922 | i | 45 | 4.7 | 3.9 | 9.0 | -1% | -4 | 5 | ? | -7% | i | -11
